Sm TGR block = blocks Schistosoma mansoni thioredoxin glutathione reductase; purified TGR, DTNB reduction, TNB absorbance 405 nm; Potency, µM (top dose mostly 114 µM), for inactives: at the top dose activity change, negative = inhibition, most hits filed as inhibitors; 3% of 360,000 active; AID 485364; note: potency is the fitted concentration of half-maximal effect; nearly all actives have a fitted effect of over 60% in size
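Kinetic colorimetric format: TGR-catalysed, NADPH-driven DTNB reduction monitored via TNB absorbance. Enzyme dispensed at 20 nM; compound exposure 15 min at room temperature before reaction start.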
Giardia FBPA inh = blocks Giardia fructose-bisphosphate aldolase activity | A8B2U2 | purified Giardia FBPA | Potency, µM (top dose mostly 59.6 µM), for inactives: at the highest dose activity, negative = inhibition, usual class: inhibitors | 0.71% of 290,000 active | AID 2451; note: potency is the fitted concentration of half-maximal effect; nearly all actives have a fitted effect of over 55% in size
Target sequence (A8B2U2 whole entry, looked up): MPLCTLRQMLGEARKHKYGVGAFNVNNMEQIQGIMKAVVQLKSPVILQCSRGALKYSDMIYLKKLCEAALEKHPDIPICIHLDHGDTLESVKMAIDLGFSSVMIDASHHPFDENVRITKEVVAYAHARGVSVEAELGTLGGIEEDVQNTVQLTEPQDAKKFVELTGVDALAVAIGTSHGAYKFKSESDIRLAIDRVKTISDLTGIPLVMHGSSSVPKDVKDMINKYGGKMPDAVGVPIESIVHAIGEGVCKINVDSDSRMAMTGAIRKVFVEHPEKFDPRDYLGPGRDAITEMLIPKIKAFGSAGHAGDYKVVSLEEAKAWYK
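Giardia FBPA (40 nM reagent) was preincubated 10 min at RT with compound (up to 57.5 uM final), then substrate plus GAPDH/TPI/NAD/arsenate coupling system with diaphorase/resazurin was added; resorufin fluorescence (525/598 nm) was read after 20 min.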
HCV inhibitor = inhibitors of hepatitis C virus infection. Potency, µM (titrated, usually from 41.8 µM), for inactives: at the highest dose activity change, negative = inhibition, hits mostly inhibitors. 3.4% of 340,000 active. AID 651820. Huh7.5.1 HCVcc-Cre infection, luciferase reporter, 44 h; note: potency is the fitted concentration of half-maximal effect
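Cells (1,000/well) were plated 4 h before compound, then infected with HCVcc-Cre virus (~0.5 moi). After 44 h further culture, infection was read as luciferase luminescence following a 15 min substrate incubation at room temperature.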
AMA1-RON2 inh = inhibitors of Plasmodium falciparum AMA1-RON2 interaction; AlphaScreen AMA1-biotinylated RON2 peptide binding; Potency, µM (highest dose often 58.2 µM), for inactives: at the highest dose activity change, negative = inhibition, usual class: inhibitors; 0.2% of 360,000 active; AID 720542;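 note: potency is the fitted concentration of half-maximal effect; 0% = vehicle wells and -100% = peptide control; nearly all actives have a fitted effect of over 45% in size; some results filed as inactive show a strong effect at the top dose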
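AMA1 (3D7) with his tag at 25 nM final met compounds first, then biotinylated RON2 peptide at 25 nM; detection used donor plus acceptor beads, 10 µg/mL apiece, read by AlphaScreen after 30 min at room temperature.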
HCMV antiviral = human cytomegalovirus inhibition; HFF cells, HCMV-luciferase reporter, 72 h; hits give low values; activity change, negative = inhibition, % at 57.5 µM; 4.5% of 410,000 active; in the data active = activity change below about -60%; inconclusive = no clear call, values can overlap the other calls; inactive = above about -39%
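After 16 h attachment at 37C, HFF cells received test compound and HCMV-luciferase (1 PFU/cell); reporter luminescence read 72 h later, data normalized against buffer-only and known inhibitor Salinomycin.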
AmpC detergent = blocks E. coli AmpC beta-lactamase in detergent assay. P00811. AmpC hydrolysis of nitrocefin, absorbance 480 nm, 0.01% Triton. Potency, µM (titrated, usually from 114 µM), without a hit: at the top dose activity change, negative = inhibition, hits mostly inhibitors. 0.041% of 370,000 active;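 note: potency is the fitted concentration of half-maximal effect; 0% = no-compound wells and -100% = no-enzyme wells; nearly all actives have a fitted effect of over 25% in size; some results filed as inactive show a strong effect at the top dose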
Target sequence (P00811 whole entry, looked up): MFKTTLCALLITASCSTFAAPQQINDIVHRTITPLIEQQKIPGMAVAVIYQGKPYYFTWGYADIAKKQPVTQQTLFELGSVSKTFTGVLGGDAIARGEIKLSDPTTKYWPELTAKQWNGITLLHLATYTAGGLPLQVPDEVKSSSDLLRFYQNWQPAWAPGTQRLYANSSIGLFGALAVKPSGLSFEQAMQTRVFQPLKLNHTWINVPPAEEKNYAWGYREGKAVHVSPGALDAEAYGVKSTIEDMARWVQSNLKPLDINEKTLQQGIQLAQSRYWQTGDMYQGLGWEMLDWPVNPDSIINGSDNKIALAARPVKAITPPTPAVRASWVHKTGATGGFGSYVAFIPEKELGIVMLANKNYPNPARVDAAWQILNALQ
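20 mM phosphate pH 7.0 + 0.01% (detergent screen) or 0.0001% Triton X-100; 5.3 nM AmpC reagent; cpd preinc 15 min RT; nitrocefin (800 uM stock) to start; A480 q20 s × 4 min; Activity was normalised to no-enzyme and no-compound control wells.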
Active calls of the source: *; ? = inconclusive; · = no result given; & = joins results of further samples; [ ] = another dose, or the depositor's remark. Unless noted, calls come from the whole dose curve; as a rule, active = well fitted curve in the direction sought with a large enough effect; inconclusive = small, poorly fitted or top-dose-only effect, or another doubt; inactive = no such curve, though single readings can be large; an effect the other way counts as inactive or inconclusive. Unless noted, % is set by controls: 0 for no effect and ±100 for the full control effect.

#1 Cc1ccc(C(C)NC(=O)c2ccco2)cc1 (centres undefined)
#2 CC(=O)C1(c2ccccc2)CCNCC1
#3 Cc1ccc([C@H]2C(C(=O)O)=CC[C@@H](c3ccc4c(c3)OCO4)N2S(=O)(=O)c2ccc(C)cc2)cc1
#4 O=C(N/N=C\c1cccnc1)c1ccc(Br)s1
#5 COC(=O)c1scc(C)c1NC(=O)C(Cl)c1ccccc1 (centres undefined)
#6 COc1ccccc1/C=N/NC(=O)C(NC(=O)c1ccccc1)=C(C)C

entry no. | 1 | 2 | 3 | 4 | 5 | 6
AmpC detergent | 4% | -8% | · | ? | -11% | 5%
Sm TGR block | -10% | -3% | · | 3% | -20% | -9%
HCV inhibitor | 6.3µM* | 20% | -6% | ? | 0% | 20%
HCMV antiviral | 13 | 61 | 1 | · | -28 | 76
Giardia FBPA inh | 0% | -9% | · | -6% | -1% | 0%
AMA1-RON2 inh | 14% | 11% | 2% | -15% | 5% | 4%

Full records, quoted from the list. Screens in order: AmpC detergent, Sm TGR block, HCV inhibitor, HCMV antiviral, Giardia FBPA inh, AMA1-RON2 inh
Shown for O=C(N/N=C\c1cccnc1)c1ccc(Br)s1 → ?, 3%, ?, ·, -6%, -15%
Shown for Cc1ccc(C(C)NC(=O)c2ccco2)cc1 (centres undefined) → 4%, -10%, 6.3µM*, 13, 0%, 14%
Shown for CC(=O)C1(c2ccccc2)CCNCC1 → -8%, -3%, 20%, 61, -9%, 11%
Shown for COc1ccccc1/C=N/NC(=O)C(NC(=O)c1ccccc1)=C(C)C → 5%, -9%, 20%, 76, 0%, 4%
Shown for Cc1ccc([C@H]2C(C(=O)O)=CC[C@@H](c3ccc4c(c3)OCO4)N2S(=O)(=O)c2ccc(C)cc2)cc1 → ·, ·, -6%, 1, ·, 2%

Next part.
#7 Cc1ccc(-c2nc(NCCCO)c3ccccc3n2)cc1
#8 CC1(C)CC(N2CCN(C(c3ccccc3)c3ccccc3)CC2)=CC(=[N+]2CCCCC2)C1
#9 O=C(Cc1cccc2ccccc12)N/N=C/C=C/c1cccc([N+](=O)[O-])c1
#10 CCCCn1c(N)c(N(CCOC)C(=O)c2cccc(S(=O)(=O)N(CC)c3ccccc3)c2)c(=O)[nH]c1=O
#11 CCCCC1CCc2[nH]nc(C(=O)O)c2C1 (centres undefined)
#12 CC(C)CCNC(=O)CCC(=O)N1Cc2ccccc2Oc2ncccc21

entry no. | 7 | 8 | 9 | 10 | 11 | 12
AmpC detergent | -6% | -1% | -1% | 0% | -13% | 21%
Sm TGR block | -12% | ? | -13% | -1% | 0% | -2%
HCV inhibitor | ? | 3.2µM* | ? | -13% | 4% | ·
HCMV antiviral | 109 | -99* | 17 | -10 | 3 | 8
Giardia FBPA inh | -2% | 0% | 0% | · | · | ·
AMA1-RON2 inh | 15% | -1% | 66%[activator] | 1% | 54%[activator] | ·

#13 C/C(=N\N1CCCCC1)c1ccccc1O
#14 Cc1cc(C)c2c(C)nn(C3CCCCC3)c2n1
#15 Cc1cc(C)c(OCCOCCN2CCN(C)CC2)c(Cl)c1
#16 CCN(C[C@H]1N[C@@](Cc2ccccc2)(C(=O)OC)[C@H]2C(=O)N(C)C(=O)[C@@H]12)C(=O)c1ccc(C)cc1
#17 Cc1ccc(N2CC(NC(=O)c3cccs3)CC2=O)cc1 (centres undefined)
#18 COC(=O)c1ccc(COC(=O)c2ccccn2)cc1

entry no. | 13 | 14 | 15 | 16 | 17 | 18
AmpC detergent | 2% | 0% | -8% | · | 1% | -2%
Sm TGR block | 9% | 9% | 10% | · | 2% | 41%[activator]
HCV inhibitor | 5% | ? | ? | 1% | · | -5%
HCMV antiviral | -4 | 10 | -27 | -13 | -22 | -10
Giardia FBPA inh | 1% | 1% | ? | · | · | 1%
AMA1-RON2 inh | 0% | 7% | -15% | 2% | · | -9%

#19 O=C(CN1C(=O)NC2(CCc3ccccc32)C1=O)Nc1ccccc1Cl (centres undefined)
#20 COc1cc(OC)c(NC(=O)C(CC(C)C)N2Cc3ccccc3C2=O)cc1Cl (centres undefined)
#21 CCOC(=O)C(CCCCC(NC(C)=O)(C(=O)OCC)C(=O)OCC)(NC(C)=O)C(=O)OCC
#22 COc1ccc(/C=N\NC(=O)c2ccc(F)cc2)cc1COc1ccccc1C(N)=O
#23 O=C(Nc1ccc(Cl)c(Cl)c1)Nc1nnc(CSc2ccccc2)s1
#24 O=C(NC(Cc1c[nH]c2ccccc12)C(=O)O)/C(=C\c1ccccc1)NC(=O)c1ccccc1 (centres undefined)

entry no. | 19 | 20 | 21 | 22 | 23 | 24
AmpC detergent | · | -4% | 1% | 5% | 0% | -3%
Sm TGR block | · | -1% | -1% | 28µM* | 7% | 1%
HCV inhibitor | 12% | · | 7% | ? | ? | 10%
HCMV antiviral | 0 | -65* | 16 | 18 | -99* | -12
Giardia FBPA inh | · | · | 6% | · | 2% | 10%
AMA1-RON2 inh | 3% | · | 0% | 5% | -2% | 2%

By substructure: the compounds so far with four or more nitrogen atoms
#10 CCCCn1c(N)c(N(CCOC)C(=O)c2cccc(S(=O)(=O)N(CC)c3ccccc3)c2)c(=O)[nH]c1=O
#23 O=C(Nc1ccc(Cl)c(Cl)c1)Nc1nnc(CSc2ccccc2)s1

entry no. | 10 | 23
AmpC detergent | 0% | 0%
Sm TGR block | -1% | 7%
HCV inhibitor | -13% | ?
HCMV antiviral | -10 | -99*
Giardia FBPA inh | · | 2%
AMA1-RON2 inh | 1% | -2%

(continued)
#25 CN(C)CC1CC/C(=C\c2ccc(O)cc2)C1=O (centres undefined)
#26 O=c1[nH]c(=S)n(-c2ccccc2F)c(O)c1C=NCc1ccco1
#27 COc1ccc(-n2c(=O)c3c4c(sc3n(CC(=O)NC3CCCC3)c2=O)CCCC4)c(OC)c1
#28 Cc1ccc(CN2CCC(CNC(=O)c3cnn(-c4ccccc4)c3C3CCN(C(=O)OC(C)(C)C)CC3)CC2)cc1
#29 Cc1ccc(C)n1-c1ccc(-c2ccnc(N)n2)cc1
#30 O=C(NC1CCCCC1)C(c1ccco1)N(Cc1ccco1)C(=O)c1ccco1 (centres undefined)

entry no. | 25 | 26 | 27 | 28 | 29 | 30
AmpC detergent | · | 0% | 5% | -3% | ? | 1%
Sm TGR block | · | -21% | 9% | -6% | 25µM* | -2%[11.4 µM]
HCV inhibitor | ? | 5% | 2% | · | -9% | 3%
HCMV antiviral | -76* | -19 | -36 | 0 | -66* | 4
Giardia FBPA inh | · | 3% | -1% | · | 1% | 5%
AMA1-RON2 inh | 16% | -10% | 1% | · | 0% | 5%

#31 CC(NC(=O)C(NS(=O)(=O)c1cccs1)C(C)C)c1ccc(S(N)(=O)=O)cc1 (centres undefined)
#32 COc1ccc(C(C(=O)NC2CCCCC2)N(C(=O)CCCC(=O)Nc2ccccn2)c2ccc3c(c2)OCCO3)cc1 (centres undefined)
#33 Cc1ccc(C)c(N(CC(=O)NN=C2CCCCCCC2)S(C)(=O)=O)c1
#34 CN(C(=O)CS(=O)(=O)c1cn(CC(=O)N2CCCCC2)c2ccccc12)c1ccccc1
#35 OC(COCc1ccco1)CN1CCN(c2ccccc2)CC1 (centres undefined)
#36 Cc1cc([N+](=O)[O-])cnc1N1CCOCC1

entry no. | 31 | 32 | 33 | 34 | 35 | 36
AmpC detergent | 2% | -2% | 5% | 4% | -4% | ?
Sm TGR block | 0% | 7% | 15% | -5% | -2% | 0%
HCV inhibitor | -9% | -1% | 16% | 8% | 6% | 19%
HCMV antiviral | -31 | -37 | -10 | 13 | 39 | -7
Giardia FBPA inh | · | 0% | 1% | · | -29% | 3%
AMA1-RON2 inh | 3% | 0% | 11% | -7% | -13% | 5%

#37 O=C(Cc1c(O)c2ccccc2[nH]c1=O)NCc1ccccc1F
#38 CN(CC(=O)Nc1ccc(F)cc1)C(=O)COC(=O)CNC(=O)c1sc2ccccc2c1Cl
#39 CCOc1cccc(C(=O)Nc2ccc(N3CCN(S(C)(=O)=O)CC3)cc2)c1
#40 O=S(=O)(NCC(c1ccccc1)N1CCc2ccccc21)c1ccccc1 (centres undefined)
#41 COc1ccccc1CCN=C(N)NS(=O)(=O)c1ccc(C)cc1
#42 COc1ccc(N2CCN(C(=O)c3c(-c4c(F)cccc4Cl)noc3C)CC2)cc1

entry no. | 37 | 38 | 39 | 40 | 41 | 42
AmpC detergent | 9% | -8% | -13% | -2% | 2% | -2%
Sm TGR block | -31% | 3% | 4% | 1% | 4% | 1%
HCV inhibitor | -2% | -3% | -8% | · | -15% | ·
HCMV antiviral | -24 | 10 | -4 | 1 | ? | 14
Giardia FBPA inh | -29% | · | 2% | · | 5% | 9%
AMA1-RON2 inh | 2% | 1% | 0% | · | -6% | -16%

#43 CCCC(=O)Nc1ccc(C(=O)N2CCCC2)cc1
#44 CCC(CC)c1nnc(NC(=O)C2COc3ccccc3O2)s1 (centres undefined)
#45 O=C(OCc1cc(=O)n2cc(Br)ccc2n1)C1COc2ccccc2O1 (centres undefined)
#46 CCc1nnc(NS(=O)(=O)c2ccc(NC(=O)c3ccccc3O)cc2)s1
#47 COC(=O)c1ccc(CNC(=O)COc2ccccc2Br)o1
#48 CCOC(=O)c1sc(Nc2ccc(Br)cc2)nc1C

entry no. | 43 | 44 | 45 | 46 | 47 | 48
AmpC detergent | -3% | -3% | ? | 6% | -3% | 4%
Sm TGR block | -2% | 7% | 6% | 6% | ? | -12%
HCV inhibitor | -1% | 6% | 13% | 4% | -4% | 8%
HCMV antiviral | 32 | 80 | -65* | 41 | 14 | -21
Giardia FBPA inh | -2% | 5% | 0% | -15% | 3% | ?
AMA1-RON2 inh | -8% | -7% | 12% | -4% | ? | -17%

#49 O=C1COc2ccc(C(=O)CSc3nnc(Cc4cccs4)n3-c3ccc(Cl)cc3)cc2N1
#50 COc1ccc(S(=O)(=O)Nc2ccc3oc4c(c3c2)CCCC4)cc1
#51 Cc1cc(C)c(NC(=O)CS(=O)CC(=O)NCC2CCCO2)c(C)c1 (centres undefined)
#52 CC(C)c1ccc(NC(=O)Cn2nnc(C(=O)NCc3ccc4c(c3)OCO4)c2N)cc1
#53 CCc1ccccc1-n1c(C)nc2cc(C(=O)NCCc3ccc(Cl)cc3)ccc21
#54 CN(C)S(=O)(=O)c1ccc(Cl)c(C(=O)NC2=NCCS2)c1

entry no. | 49 | 50 | 51 | 52 | 53 | 54
AmpC detergent | 1% | 22% | -7% | 1%&0% | 1% | -4%
Sm TGR block | -12% | -3% | -1% | -9%&-2% | -5% | 0%
HCV inhibitor | 2% | · | -7% | 6% | · | 10%
HCMV antiviral | 40 | 9 | 151 | ? | -16 | 8
Giardia FBPA inh | 1% | · | -2% | 2% | · | 2%
AMA1-RON2 inh | -21% | · | 3% | -16% | · | -4%

#55 CCC(C)(C)n1nnnc1C(C(C)C)N(Cc1ccco1)Cc1cc2cc3c(cc2[nH]c1=O)OCO3 (centres undefined)
#56 COc1ccc(N2CCN(C(=O)CSc3nnc(-c4ccc5[nH]c(C)c(C)c5c4)o3)CC2)cc1
#57 C[C@@H](CSc1ccccc1)CN1CC[C@H](C(C)(C)C)CCC1=O
#58 CC(C)(C)C(=O)Nc1ncc(C(F)(F)F)cc1Cl

entry no. | 55 | 56 | 57 | 58
AmpC detergent | 1% | -5% | ? | -8%
Sm TGR block | ? | 1% | -2% | -6%
HCV inhibitor | 22µM* | -16% | -9% | 7%
HCMV antiviral | 68 | 32 | -33 | 9
Giardia FBPA inh | -6% | -11% | 4% | 4%
AMA1-RON2 inh | -9% | -2% | -2% | -6%
